PPARg SRC3 recr – PPARgamma agonists recruiting SRC-3 coactivator, primary screen, biochemical; biochemical PPARgamma/SRC-3 coactivator recruitment assay; activation, % at 8 µM; hit rate 0.26% among 200,000; AID 731, 2007; in the data active = activation above about 23%;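 note: 0% = DMSO and 100% = reference agonist; some compounds past the cut are filed as inactive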
Target sequence (P37231 whole entry, looked up): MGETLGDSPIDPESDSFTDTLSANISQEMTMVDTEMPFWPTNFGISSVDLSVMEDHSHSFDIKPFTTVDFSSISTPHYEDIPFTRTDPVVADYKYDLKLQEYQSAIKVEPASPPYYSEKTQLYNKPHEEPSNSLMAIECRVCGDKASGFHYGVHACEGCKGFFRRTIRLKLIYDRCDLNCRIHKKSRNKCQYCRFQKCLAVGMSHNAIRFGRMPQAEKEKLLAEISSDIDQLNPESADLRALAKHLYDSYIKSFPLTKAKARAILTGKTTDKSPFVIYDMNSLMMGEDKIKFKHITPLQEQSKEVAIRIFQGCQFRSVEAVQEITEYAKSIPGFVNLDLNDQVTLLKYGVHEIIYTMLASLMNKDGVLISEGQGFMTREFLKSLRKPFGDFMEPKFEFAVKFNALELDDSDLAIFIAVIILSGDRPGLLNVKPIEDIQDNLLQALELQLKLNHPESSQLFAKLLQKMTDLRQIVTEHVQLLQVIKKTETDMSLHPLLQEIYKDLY
S1P3 antagonist – S1P3 receptor antagonists, primary screen, cell-based; inhibition, % at 4.98 µM; CHO S1P3 NFAT-BLA reporter, FRET fluorescence, antagonist mode; Sphingosine 1-phosphate receptor 3 (Homo sapiens), Q99500; hit rate 0.27% among 170,000;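 active = inhibition above the plate cutoff, the mean inhibition of test wells on that plate plus 3 SD, cut at about 28% in these data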;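 note: cells challenged with S1P at its EC80 of 0.8 µM; blue over green emission ratio from cleaved BLA substrate after 4 h stimulation; 0% = S1P-stimulated wells and 100% = unstimulated DMSO-only wells; some compounds past the cut are filed as inactive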
ROMK mod – ROMK potassium channel modulators, primary screen, cell-based, thallium flux, MLSMR library; ATP-sensitive inward rectifier potassium channel 1 (Homo sapiens), P48048; Tet-inducible ROMK, thallium flux fluorescence; actives lie on both sides; B-score at 10 µM; hit rate 2% among 130,000; AID 1918, 2009;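 active = signal ratio slope over the read window, or its plate-corrected B-score, at least 3 SD from the plate mean, either direction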;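 note: B-score of the F/F0 ratio slope over 7 to 12 s after thallium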
Target sequence (P48048 whole entry, looked up): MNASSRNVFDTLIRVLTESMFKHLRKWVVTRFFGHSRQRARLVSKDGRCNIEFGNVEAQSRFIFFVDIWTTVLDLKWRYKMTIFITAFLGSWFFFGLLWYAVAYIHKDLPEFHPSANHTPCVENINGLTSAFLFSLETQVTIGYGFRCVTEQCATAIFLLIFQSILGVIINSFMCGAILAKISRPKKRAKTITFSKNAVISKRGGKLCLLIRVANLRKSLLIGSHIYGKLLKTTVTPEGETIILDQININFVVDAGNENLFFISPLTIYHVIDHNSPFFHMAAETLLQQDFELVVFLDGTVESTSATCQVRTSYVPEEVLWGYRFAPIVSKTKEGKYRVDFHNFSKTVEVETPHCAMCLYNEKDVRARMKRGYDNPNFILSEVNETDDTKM
TR-FRET SRC-2 ct – TR-FRET signal artefacts, primary screen, artefact control for PPARgamma SRC-2 agonist project, biochemical. TR-FRET artefact counter-screen; hits give high values. TR-FRET ratio at 8 µM. hit rate 0.4% among 200,000. AID 1049, 2008; in the data active = TR-FRET ratio above about 2000; note: inactives centre near 1500
DTT redox prof – compounds producing H2O2 with reducing agent – biochemical, NIH compound library profiling, artefact control for MLSCN library redox annotation, primary screen | hit rate 0.03% among 200,000 | activation, % at 10 µM | DTT-dependent redox cycling H2O2, phenol red/HRP absorbance; 100% = 100 µM peroxide control, 0% = buffer;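 active = activation of at least 50% relative to the plate's high and low controls in the primary single-dose screen; inactive = activation below 50%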;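 note: compound incubated with DTT at 0.8 mM final as the reducing agent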
HMGR II inh – inhibitors of E. faecalis class II HMGR, primary screen, biochemical, Enterococcus faecalis. inhibition, % at 10 µM. purified E. faecalis HMGR, NADPH absorbance 340 nm kinetic. HMG-CoA reductase (Enterococcus faecalis, mvaE). hit rate 0.41% among 190,000;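 active = inhibition above a set limit, the median over all tested compounds plus 3 SD, cut at about 9.5% in these data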;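 note: enzyme runs in reverse so mevalonate oxidation gives rising NADPH absorbance; 0% = complete reaction with DMSO and 100% = background rate lacking mevalonate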
bIAP inhibitor – bovine intestinal alkaline phosphatase inhibitors, primary screen, selectivity assay for TNAP inhibitor project, biochemical, bovine IAP, CDP-star luminescence; alkaline phosphatase, intestinal [Bos taurus]; purified bovine IAP, 30 min; inhibition, % at 20 µM; 190,000 tested, under 10 active; AID 1019, 2008;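 active = over 50% inhibition of intestinal alkaline phosphatase at 20 µM in the single-dose screen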
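test system = bovine IAP enzyme | medium = DEA buffer 100 mM, pH 9.8, with MgCl2 1.0 mM, ZnCl2 0.02 mM | detection = luminescence | dosing = single compound dose of 20 µM, 2% DMSO final | incubation = 30 min reaction at room temperature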
PPARg SRC1 recr – PPARgamma agonists recruiting SRC-1 coactivator, primary screen, biochemical | activation, % at 8 µM | Peroxisome proliferator-activated receptor gamma (Homo sapiens), P37231 | PPARgamma-SRC-1 coactivator recruitment biochemical assay | hit rate 0.41% among 200,000 | AID 631, 2007; in the data active = activation above about 19%;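 note: 0% = DMSO and 100% = reference agonist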
RAM inhibit – inhibitors of the yeast RAM network, primary screen, dse1pr::URA3 reporter, 5-FOA selection. S. cerevisiae dse1pr::URA3 reporter, 5-FOA growth OD615, 2 d; analog-sensitive cbk1-as2 kinase mutant strain. inhibition, % at 50 µM. hit rate 1.8% among 190,000. AID 868, 2007;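 active = inhibition above a set limit, 3 SD over mean compound inhibition, cut at about 8.4% in these data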;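 note: 0% = DMSO-only wells with no growth and 100% = 10 µM 1-NA-PP1 full growth; inhibition rescues growth on 5-FOA so higher OD means more RAM inhibition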
L major viab – Leishmania major promastigote growth inhibition, primary screen | inhibition, % at 10 µM | hit rate 9% among 200,000 | AID 1063, 2008 | Leishmania major promastigotes, resazurin fluorescence viability; in the data active = inhibition above about 50%;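 note: promastigotes grown with compound for 44 hours at 28 °C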
PPARg SRC-2 ag – agonists of PPARg-SRC-2 recruitment, primary screen, biochemical, HTS; Peroxisome proliferator-activated receptor gamma (Homo sapiens), P37231; PPARgamma LBD-SRC-2 recruitment; activation, % at 8 µM; hit rate 0.34% among 200,000; AID 1032, 2008; in the data active = activation above about 22%;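 note: 0% = vehicle and 100% = reference agonist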
Starred values were filed as active, the others as inactive; / = not tested or not shown.

molecule,PPARg SRC3 recr,S1P3 antagonist,ROMK mod,TR-FRET SRC-2 ct,DTT redox prof,HMGR II inh,bIAP inhibitor,PPARg SRC1 recr,RAM inhibit,L major viab,PPARg SRC-2 ag
CCCOc1ccc(Cc2c(Cl)nc(SC)nc2NC)cc1,5,23,-1.5,1449,0.1,0,17,2,4.0,-1,2
Cc1nc(-c2cccc(S(=O)(=O)N3CCCCCC3)c2)cs1,3,/,-0.36,1676,1.3,0,17,-3,0.3,-2,4
O=C(O)c1cc(Br)ccn1,4,-3,0.19,1618,0.0,-10,-15,-1,1.5,-12,0
COc1ccc(CCNS(=O)(=O)c2cc(/C=C/C(=O)O)ccc2C)cc1OC,3,-1,-0.047,1438,-1.2,-10,-6,-2,0.1,-1,4
CN(C)c1nc(N)nc(-c2cccnc2)n1,0,-1,/,1388,-1.6,-5,-1,-1,-0.4,-5,4
COc1ccc(CNC(=S)Nc2cccc(C)c2)cc1,-2,/,0.68,1341,0.7,-2,30,0,0.5,7,6
O=C(Cc1cccs1)N1CCC(c2nc3c(nnn3Cc3ccccc3Cl)c(=O)[nH]2)CC1,4,6,-0.43,1584,-1.1,-1,-1,11,1.6,-1,4
O=C(CSc1ccc(/C=N/NC(=O)c2cccc(F)c2)o1)Nc1ccccc1,9,/,/,1671,1.2,0,13,16,2.4,-6,8
CC(C)CC(=O)Nc1ccc(-c2nc3ccccc3c(=O)[nH]2)cc1,5,-21,0.26,1689,0.4,-3,0,-1,5.1,-3,2
COc1ccccc1NC(=S)N(C(C)C)C(C)c1ccccn1 (stereo not drawn),-1,-19,-0.5,1407,-0.3,0,10,0,0.4,6,2
CCN(CC)C(=O)C[n+]1cccc(C(N)=O)c1,2,-1,1,1455,-0.1,1,-1,5,0.5,-7,-2
O=C(CCNc1ccc(Cl)c(C(F)(F)F)c1)c1ccco1,9,6,-0.86,1665,-0.1,6,35,3,-0.3,35,14
O=C(N=Nc1c(O)n(Cc2ccccc2)c2ccccc12)c1ccc(O)cc1,5,5,0.19,1573,-0.2,-3,3,-2,3.7,91*,9
CC(C)(C)C1(C)OC(C(N)=O)C(C(N)=O)O1 (stereo not drawn),-2,8,/,1541,-2.1,2,4,4,-0.4,-2,8
Cc1cc2n(n1)SC(Nc1ccc(F)cc1)N2 (stereo not drawn),-7,/,/,1458,3.8,0,4,0,-0.1,7,-8

2 entries from above in another layout.
COc1ccccc1NC(=S)N(C(C)C)C(C)c1ccccn1 (stereo not drawn)
  PPARg SRC3 recr: -1	S1P3 antagonist: -19	ROMK mod: -0.5	TR-FRET SRC-2 ct: 1407	DTT redox prof: -0.3	HMGR II inh: 0	bIAP inhibitor: 10	PPARg SRC1 recr: 0	RAM inhibit: 0.4	L major viab: 6	PPARg SRC-2 ag: 2
CCN(CC)C(=O)C[n+]1cccc(C(N)=O)c1
  PPARg SRC3 recr: 2	S1P3 antagonist: -1	ROMK mod: 1	TR-FRET SRC-2 ct: 1455	DTT redox prof: -0.1	HMGR II inh: 1	bIAP inhibitor: -1	PPARg SRC1 recr: 5	RAM inhibit: 0.5	L major viab: -7	PPARg SRC-2 ag: -2

Other entries follow:
molecule,PPARg SRC3 recr,S1P3 antagonist,ROMK mod,TR-FRET SRC-2 ct,DTT redox prof,HMGR II inh,bIAP inhibitor,PPARg SRC1 recr,RAM inhibit,L major viab,PPARg SRC-2 ag
CC1CC2=C(NC(=S)NC2c2cccc(F)c2)/C(=C/c2cccc(F)c2)C1 (stereo not drawn),8,-12,-0.22,1627,-1.1,3,20,5,4.5,28,0
CCCC(=O)Nc1cc(OC)c(C(=O)OC)cc1Cl,2,-21,0.52,1544,-0.8,2,-9,-6,0.7,-3,2
COc1cccc(NC(=O)c2ocnc2C)c1,-8,-10,0.25,1737,0.2,-6,1,3,0.6,-2,7
O=C(CCc1nc2ccccc2[nH]1)Nc1ccc(F)cc1,2,-37,/,1532,0.2,0,8,1,2.0,7,8
Cc1ccc2nsnc2c1S(=O)(=O)N1CCN(C(=O)C2CCCO2)CC1 (stereo not drawn),4,-9,0.035,1710,-0.6,-1,6,-4,0.0,0,1
CC(C)C(=O)NCCc1nc2ccccc2n1CCc1ccccc1,-1,-18,0.052,1413,0.1,-8,-14,8,2.4,9,-1
COc1ccc(OC)c2[nH]c(=O)c(CCNC(=O)C(C)C)cc12,-1,-15,/,1604,-0.3,-1,1,4,1.1,-5,0
O=C(/C=C/c1ccco1)OCc1nnc(-c2ccc(Cl)cc2)o1,3,-3,-0.054,1638,-0.2,-5,-4,0,2.6,4,4
O=C(NNc1ccccc1[N+](=O)[O-])Nc1ccccc1,9,/,-0.49,1399,2.4,0,21,2,1.3,0,-7
CCCCN(C(=O)c1ccc(S(=O)(=O)N(C)C)cc1)c1nc2ccccc2s1,-6,18,0.77,1494,0.6,-8,22,-6,4.2,33,-5
CCOC(=O)NC(=O)CSc1ccccn1,12,-14,/,1553,-3.3,-1,5,6,4.8,-1,-2
Cc1cc(NC(=O)CSc2nc(C(C)C)nc3sc4c(c23)CCCC4)no1,-4,35,/,1466,0.0,2,10,5,2.0,9,1
O=C(CSCc1ccc(F)cc1)N1CCN(c2ccc(F)cc2)CC1,5,/,/,1449,1.2,-3,7,8,-0.8,3,-7
CCc1nc2ccccc2n1Cc1ccc(OC)c(OC)c1,-12,/,0.036,1547,-4.2,-4,37,0,1.2,-5,5
COc1ccc(C)cc1NC(=O)CSc1nnc(-c2ccccn2)n1Cc1ccco1,1,/,0.82,1490,-0.1,-2,6,-2,3.3,12,-4
COCCN(C(=O)c1cc(OC)c(OC)c(OC)c1)c1c(N)n(Cc2ccccc2)c(=O)[nH]c1=O,3,4,0.032,1717,0.1,-2,-9,10,0.5,-12,9
CCOc1nc(NCCc2ccc(OC)c(OC)c2)nc(NC(C)(C)CO)n1,-2,20,0.1,1502,1.4,-1,-10,-2,0.1,53*,3
CC1CCN(CC(=O)Nc2ccc(Cl)cc2[N+](=O)[O-])CC1,2,-13,-0.43,1139,-0.2,-5,19,-1,0.0,0,-2
O=C(CSc1nnc(C2COc3ccccc3O2)o1)Nc1nccs1 (stereo not drawn),0,-1,/,1532,-0.2,-10,8,5,1.7,9,0
C/C(CC(=O)NCCCN1CCOCC1)=N\NC(=O)COc1ccc(Cl)cc1,-8,/,/,1367,1.3,-1,-6,2,1.5,-5,0
CCn1c(SCC(=O)NNC(=O)c2ccc(OC)cc2)nnc1-c1cccnc1,0,-19,-0.25,1560,-1.6,-1,-14,2,-0.1,-6,1
COc1cccc(NC(=O)N2CCN(c3cccc(C)c3C)CC2)c1,4,14,/,1474,1.5,-2,4,5,-0.7,81*,-2
Cc1ccc2nc(NC(=O)C3CC(=O)N(Cc4ccco4)C3)sc2c1 (stereo not drawn),4,0,-1,1562,-1.8,1,-4,6,1.4,6,6
CS(=O)(=O)c1ccc2nc(NC(=O)c3cccc(NS(=O)(=O)c4ccc(F)c(F)c4)c3)sc2c1,1,2,/,1571,0.8,-9,10,9,5.5,-6,-3
CCC(CC)C(=O)Nc1cc([N+](=O)[O-])ccc1Cl,-1,-5,-0.074,1513,-0.7,-7,-76,3,0.3,41,6
Cc1c(NC=C(C#N)C#N)c(=O)n(-c2ccccc2)n1C,0,-10,/,1506,-0.3,-1,3,5,0.5,-1,-10
Cc1nn2c(-c3cccnc3)ccnc2c1-c1ccccc1,-2,-1,/,1446,-0.4,-7,4,-2,1.0,27,-15
COC(=O)c1nn(-c2ccc(C)cc2)ccc1=O,3,9,0.23,1459,0.3,2,-4,4,0.1,-10,6
O=C(O)CSCC(=O)Nc1cc(C(F)(F)F)ccc1Cl,7,12,/,1649,-0.5,-1,-1,-1,-0.7,-1,5
CC1(C)CC(=O)C2=C(C1)OC(N)=C(C#N)C2c1ccccc1OC(=O)N1CCOCC1 (stereo not drawn),-3,3,/,1492,-2.5,-1,2,-5,-0.8,-6,-1
Cc1ccc(C(O)c2nccn2C)o1 (stereo not drawn),-3,-21,0.54,1648,0.2,-4,2,-6,0.3,-4,-2
CCOC(=O)CSc1nc2ccc(NC(=O)CSc3nnnn3Cc3ccccc3)cc2s1,11,/,0.91,1725,2.9,1,-7,5,9.5*,-6,3
Cc1ccc(C(=O)NCCCCNC(=O)c2ccc(C)o2)o1,6,20,/,1611,1.4,-3,9,2,2.3,-5,-5
C=CCn1c(=O)c2ccccc2n2c(SCC(=O)NCCc3ccccc3)nnc12,2,-32,/,1557,-3.1,1,2,8,5.2,31,7
CCOC(=O)c1cc(NC(=O)N(CC)C2CCCCC2)c(C)nc1C,12,/,0.87,1561,-0.9,-3,-7,-6,0.8,-2,11
CN1CCC(C(=O)N2CCCC(C(=O)c3ccc4c5c(cccc35)CC4)C2)CC1 (stereo not drawn),5,-23,-0.012,1449,-1.5,1,1,6,2.6,19,6
CCc1ccc(/C=C(\C)C(=O)c2c(C)cc(C)[nH]c2=O)cc1,1,-9,-0.035,1593,-0.6,-7,-8,-1,0.4,14,-6
CC(NC(=O)c1ccc(Cn2cc([N+](=O)[O-])cn2)o1)c1ccccc1 (stereo not drawn),5,/,0.089,1456,-5.2,1,-1,-5,1.3,-2,1
Cc1ccccc1OCC(=O)NC(=S)Nc1ccc(Br)c(C)n1,-8,/,/,1525,-3.6,0,12,-2,1.6,-5,7
COc1ccc(CC(=O)NNC(=O)c2cccs2)cc1OC,1,-8,0.69,1553,-0.7,-4,-5,-3,2.8,-5,-5
CCN1C(=O)C(Cc2nc3ccccc3c(=O)n2-c2ccccc2)c2ccccc21 (stereo not drawn),-7,/,/,1540,2.8,0,-1,4,-1.1,21,6
CCSc1nnc(CNC(=O)C23CC4CC(CC(C4)C2)C3)n1Cc1ccccc1,5,0,/,1569,0.0,-3,-8,4,-1.0,0,5
Cc1ccc(-n2c(-c3cn(C)nc3C)n[nH]c2=S)cc1,1,2,1.1,1621,-0.9,-5,19,2,-0.2,3,6
COCCNC(=O)C(c1ccc(F)cc1)N(C(=O)CCC(=O)Nc1nccs1)c1cccc(C)c1 (stereo not drawn),-1,-5,-1.4,1603,-0.2,-6,-26,3,9.6*,13,-4
Cc1occc1-c1nnc(SCC(=O)N2CCN(c3ccccc3)CC2)n1C,-8,-28,-0.73,1660,2.3,-2,-11,-7,0.7,15,2
Cc1cccc(NC(=O)CN(C)S(=O)(=O)c2ccc(Br)cc2)n1,1,/,0.65,1614,0.1,-1,6,-3,1.6,0,2

Screens as filed in PubChem.
